# SUMO1-SIM PPI = modulators of human SUMO1-mediated protein-protein interactions; inhibition, % at 20 µM; 360,000 tested, 0.33% active; SUMO1 binding to a labelled peptide, TR-FRET, 1 h; P63165; in the data active means inhibition above about 37%
# Target sequence (P63165 whole entry, looked up): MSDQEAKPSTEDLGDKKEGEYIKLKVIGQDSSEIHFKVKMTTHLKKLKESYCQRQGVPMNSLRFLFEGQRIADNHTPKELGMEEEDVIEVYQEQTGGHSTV
# Tb MetRS inh = blocks T. brucei methionyl-tRNA synthetase activity; purified T. brucei MetRS, ATP depletion, Kinase-Glo luminescence; 360,000 tested, 0.4% active; inhibition, % at 11.9 µM; AID 624268;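 active means inhibition above a per-plate cutoff of the control wells' mean inhibition plus 3 SD, cut at about 5.5% in these data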;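 further: 0% = DMSO wells median and 100% = median of wells with control inhibitor compound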
#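 Dosing: 11.9 µM single point; system: parasite MetRS enzyme; technique: luminescence of leftover ATP; times: 15 min enzyme-compound preincubation, 2 h reaction, 10 min detection, 25 °C; replicates: each compound tested once; read-out basis: percent inhibition relative to median high and low control wells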
# DNMT1 block = DNMT1 (human) enzyme inhibition | DNMT1 molecular beacon, Hinp1I cleavage, fluorescence | inhibition (reported as % activation of signal), % at 10 µM | 360,000 tested, 0.83% active | AID 588458; in the data active means inhibition above about 50%
# LMPTP inh = blocks human LMPTP phosphatase | recombinant LMPTP-A, OMFP fluorogenic substrate, fluorescence intensity | inhibition, % at 20 µM | 360,000 tested, 0.22% active | AID 651560;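 active means compounds that cut the enzyme signal by at least half of the control window in the single-dose screen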;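 further: plate controls were DMSO wells with enzyme plus substrate for no effect and substrate without enzyme for full effect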
# Target sequence (P24666 whole entry, looked up): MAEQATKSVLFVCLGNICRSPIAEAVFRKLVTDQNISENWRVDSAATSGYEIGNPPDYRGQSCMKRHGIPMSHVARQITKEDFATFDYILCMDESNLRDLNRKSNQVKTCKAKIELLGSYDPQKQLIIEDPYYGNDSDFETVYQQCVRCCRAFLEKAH
#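 Test system: LMPTP-A, protein tyrosine phosphatase of low molecular weight; Input: 0.625 nM enzyme; Incubation: 50 min dark incubation at room temperature; Signal: endpoint fluorescence intensity from OMFP dephosphorylation; Read-out basis: % inhibition versus control wells.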
# Rpn11 block = blocks the human proteasome subunit Rpn11 | human 26S proteasome, Ub4-pepOG fluorescence polarization; 20S core pre-blocked with epoxomicin | calls only at 20 µM | 360,000 tested, 0.59% active | AID 588493;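 active means inhibition at 20 µM, scaled to each plate's controls, above about 33%, limit read from the data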
# Target sequence (O00487 whole entry, looked up): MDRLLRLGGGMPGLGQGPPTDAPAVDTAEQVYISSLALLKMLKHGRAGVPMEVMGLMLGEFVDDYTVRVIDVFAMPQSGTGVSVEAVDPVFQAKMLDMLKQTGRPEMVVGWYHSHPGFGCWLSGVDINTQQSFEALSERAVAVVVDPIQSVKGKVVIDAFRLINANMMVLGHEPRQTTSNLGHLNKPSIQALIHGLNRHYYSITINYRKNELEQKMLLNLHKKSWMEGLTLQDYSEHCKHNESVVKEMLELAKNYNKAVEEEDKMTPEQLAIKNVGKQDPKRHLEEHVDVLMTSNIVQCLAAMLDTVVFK
# NadD inh = NadD (S. aureus) enzyme inhibition; inhibition, % at 20 µM; AID 602399; purified NadD enzyme, colorimetric absorbance read-out; 360,000 tested, 0.78% active; in the data active means inhibition above about 26%; further: some compounds past the cut are filed as inactive
# CSN deneddyl inh = inhibitors of human CSN-mediated cullin deneddylation. Purified CSN, SCF-Nedd8-OG deneddylation, fluorescence polarization. inhibition, % at 12.5 µM. 360,000 tested, 0.38% active;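 active means pattern-corrected inhibition above about 35%, with an unprinted fluorescence ratio check between 0.5 and 1.5, limit read from the data, passing the limit was not always enough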;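 further: 0% = enzyme with substrate and 100% = substrate without enzyme; some results filed as inactive read as strong as hits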
# Target sequence (Q92905 whole entry, looked up, one chain of several): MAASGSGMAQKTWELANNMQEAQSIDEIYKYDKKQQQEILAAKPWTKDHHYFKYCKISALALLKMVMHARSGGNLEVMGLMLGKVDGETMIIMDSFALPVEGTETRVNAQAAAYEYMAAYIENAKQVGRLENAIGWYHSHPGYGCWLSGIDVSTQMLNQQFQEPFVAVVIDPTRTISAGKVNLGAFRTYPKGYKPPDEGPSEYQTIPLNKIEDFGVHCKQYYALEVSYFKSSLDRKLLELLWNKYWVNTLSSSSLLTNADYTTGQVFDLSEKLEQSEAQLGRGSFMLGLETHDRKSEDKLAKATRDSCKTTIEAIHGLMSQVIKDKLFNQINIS
#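 Test system: Human Csn5 produced in HEK293T cells | Compound: 12.5 µM single point | Times: 90 min, room temperature | Signal: Fluorescence polarization readout | Read-out basis: % inhibition of substrate cleavage by Csn5 | Controls: no-enzyme wells high, enzyme-with-substrate wells low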
# Scp1 inh = blocks human Scp-1 phosphatase activity; Q9GZU7; Recombinant Scp1, phosphopeptide, malachite green phosphate absorbance; inhibition, % at 20 µM; 340,000 tested, 0.88% active; AID 493091;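 active means inhibition above about 50% at 20 µM, limit read from the data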;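 further: plate controls were DMSO wells with enzyme for no effect and wells lacking enzyme for full effect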
#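 Material: truncated SCP-1 phosphatase (76-261aa) / Buffer or medium: 50 mM Tris acetate pH 5.5, 0.005% Tween-20, 10 mM MgCl2 / Compound dosing: one concentration, 20 µM, with 1.0% DMSO / Incubation: 45 min room-temperature reaction, 5 min colour, 30 min stabiliser / Detection: colorimetric free-phosphate detection, absorbance 630 nm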
# PABP1 MLLE inh = blocks PAM2 peptide binding to the PABP1 MLLE domain. GST-MLLE / FITC-PAM2 fluorescence polarization. 360,000 tested, 0.36% active. AID 588489. P11940. inhibition, % at 20 µM; in the data active means inhibition above about 35%, passing the limit was not always enough;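 further: plate controls were DMSO wells with GST-MLLE for no effect and wells lacking GST-MLLE protein for full effect; some results filed as inactive read as strong as hits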
# STEP inh = STEP (human) phosphatase inhibition; P54829; recombinant STEP, OMFP fluorogenic substrate, fluorescence; inhibition, % at 20 µM; 360,000 tested, 0.25% active;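 active means inhibition at 20 µM, scaled per plate between control wells, above about 37%, limit read from the data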;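 further: 0% = DMSO with enzyme and substrate and 100% = substrate only without enzyme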
#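 medium = Bis-Tris buffer pH 6.0, 2.5 mM DTT, 0.005% Tween 20 | test system = STEP (striatal-enriched tyrosine phosphatase) enzyme, cell-free | measure = normalized % inhibition | compound dosing = 20 µM, 1% DMSO | also added = 25 µM OMFP | schedule = reaction 20 min, ambient temperature | measured by = fluorescence read at 480 nm ex / 540 nm em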
# An asterisk follows results filed as active; i = inactive; / = no result given. Rows are unselected (roughly 3.6% active in at least one column).
entry	mol	SUMO1-SIM PPI	Tb MetRS inh	DNMT1 block	LMPTP inh	Rpn11 block
1	CS(=O)(=O)Nc1cccc(C(=O)CC2(O)C(=O)Nc3ccc(Br)cc32)c1 (stereo not drawn)	0.0	-1.0	1.1	-2.8	i
2	Nc1cc(N)c(OCC(F)(F)F)cc1OCC(F)(F)F	6.0	0.0	9.6	-3.4	i
3	O=c1[nH]cnc2c1C(c1ccc(Cl)cc1)c1c(nc[nH]c1=O)O2	5.7	-1.2	4.1	-2.8	i
4	CCOC(=O)CSc1nnc2c3ccccc3n(C)c2n1	-16.5	-0.6	-1.1	-1.4	i
5	Cc1ccc(/C=C2/SC(=Nc3ccc(F)cc3)NC2=O)s1	-0.6	2.5	29.6	2.5	/
6	CCOc1ccccc1CNCCNCC(C)O (stereo not drawn)	-4.5	-0.1	2.7	-1.5	i
7	O=C(CN1C(=O)c2ccccc2C1=O)Nc1cc([N+](=O)[O-])ccc1O	-13.2	0.8	0.9	1.2	i
8	Cc1ccsc1CNC(=O)C1(C)CCCN1CC(C)C (stereo not drawn)	-3.1	-0.3	0.9	-1.6	i

entry	NadD inh	CSN deneddyl inh	Scp1 inh	PABP1 MLLE inh	STEP inh
1	-0.9	2.0	-6.7	-2.4	-0.2
2	1.6	-0.1	3.6	18.2	6.1
3	-3.2	1.5	5.5	12.1	0.0
4	0.8	-3.0	-2.2	-0.5	1.4
5	19.1	17.5	0.8	-127.6	1.2
6	-4.8	-0.6	-4.6	-11.4	1.1
7	-0.4	-1.2	8.9	16.2	-1.1
8	-1.8	-3.0	/	-2.5	0.2

# Record cards, from the list above:
# Listed for O=C(CN1C(=O)c2ccccc2C1=O)Nc1cc([N+](=O)[O-])ccc1O = SUMO1-SIM PPI: -13.2; Tb MetRS inh: 0.8; DNMT1 block: 0.9; LMPTP inh: 1.2; Rpn11 block: i; NadD inh: -0.4; CSN deneddyl inh: -1.2; Scp1 inh: 8.9; PABP1 MLLE inh: 16.2; STEP inh: -1.1
# Listed for CS(=O)(=O)Nc1cccc(C(=O)CC2(O)C(=O)Nc3ccc(Br)cc32)c1 (stereo not drawn) = SUMO1-SIM PPI: 0.0; Tb MetRS inh: -1.0; DNMT1 block: 1.1; LMPTP inh: -2.8; Rpn11 block: i; NadD inh: -0.9; CSN deneddyl inh: 2.0; Scp1 inh: -6.7; PABP1 MLLE inh: -2.4; STEP inh: -0.2
# Listed for Cc1ccc(/C=C2/SC(=Nc3ccc(F)cc3)NC2=O)s1 = SUMO1-SIM PPI: -0.6; Tb MetRS inh: 2.5; DNMT1 block: 29.6; LMPTP inh: 2.5; Rpn11 block: /; NadD inh: 19.1; CSN deneddyl inh: 17.5; Scp1 inh: 0.8; PABP1 MLLE inh: -127.6; STEP inh: 1.2

# (next part)
entry	mol	SUMO1-SIM PPI	Tb MetRS inh	DNMT1 block	LMPTP inh	Rpn11 block
9	O=C(CCCCCNc1nc(=S)[nH]c2ccccc12)NCCc1c[nH]c2ccccc12	8.4	0.8	-12.3	9.6	i
10	CC(=O)OCC(=O)[C@@]1(O)CC[C@H]2[C@@H]3CCC4=CC(=O)C=C[C@]4(C)[C@@]3(Cl)[C@@H](Cl)C[C@@]21C	-1.5	-0.9	-4.3	-1.6	i
11	C#CCOCCOCCOCCNc1nc(N2CCN(C(=O)[C@H]([C@@H](C)CC)n3cc(CCC(=O)O)nn3)CC2)nc(N2CCN(C(=O)[C@H](Cc3ccc(O)cc3)n3cc(CCO)nn3)CC2)n1	9.7	-0.1	1.4	-8.1	i
12	Cc1ccc(S(=O)(=O)NCC2CCC(C(=O)NCc3ccc4c(c3)OCO4)CC2)cc1 (stereo not drawn)	0.8	-0.7	-0.7	-0.6	i
13	O=C(NCCCN1CCOCC1)c1ccc(CS(=O)(=O)c2cccc(C(F)(F)F)c2)o1	-0.3	-0.5	0.0	-2.6	i
14	COc1ccc(OC)c(Cc2nnc(CCC(=O)NC(C3CC3)C3CC3)o2)c1	4.3	-1.8	9.7	-1.4	i
15	O=C(OCc1ccc(Br)cc1)c1cc([N+](=O)[O-])ccc1N1CCOCC1	-24.6	0.7	-0.4	1.7	i
16	COCCNC(=O)/C(C#N)=C/c1ccc(N2CCOCC2)o1	-28.8	-0.2	14.7	9.8	/

entry	NadD inh	CSN deneddyl inh	Scp1 inh	PABP1 MLLE inh	STEP inh
9	13.7	-3.9	-7.6	-16.2	2.6
10	-2.3	-3.8	-11.3	-0.2	1.5
11	3.0	-8.9	6.7	11.5	-1.3
12	-1.1	-4.7	-6.8	-5.2	-0.4
13	0.5	6.1	-10.8	-20.1	2.2
14	4.7	3.3	-4.6	19.2	-1.7
15	-2.5	2.7	/	-18.0	0.9
16	-2.8	109.2	-7.8	-166.1	7.4

# Additional records follow.
entry	mol	SUMO1-SIM PPI	Tb MetRS inh	DNMT1 block	LMPTP inh	Rpn11 block
17	Cc1nn(Cc2ccccc2)c(C)c1C(=O)OCC(=O)c1cc(C)n(C2CC2)c1C	7.0	-0.2	-2.9	1.5	i
18	CCOc1ccc(N2C(=O)CC(NCc3ccc(S(N)(=O)=O)cc3)C2=O)cc1 (stereo not drawn)	-11.7	-0.7	2.3	1.2	i
19	COc1ccc(CCNC(=O)CCCCC(=O)NCCc2ccc(OC)cc2)cc1	0.9	-0.8	8.0	-1.3	i
20	O=C(CCSCc1ccccc1Cl)N1CCN(c2cccc(Cl)c2)CC1	-4.6	0.2	2.1	6.9	i
21	CCN(C[C@H]1N[C@@](CC)(C(=O)OC)[C@H]2C(=O)N(Cc3ccccc3)C(=O)[C@@H]12)S(=O)(=O)c1ccc(-c2ccccc2)cc1	2.6	-2.7	-2.2	1.0	i
22	CC(C)(C)OC(=O)N1CCC(C(=O)Nc2cccc(C(=O)NC3CC3)c2)CC1	1.9	0.4	7.0	-2.2	i
23	O=C(NCCc1ccc(F)cc1)N[C@@H](Cc1ccccc1)C(=O)O	0.8	1.1	1.5	-1.4	i
24	COc1ccc(CN(Cc2cccn2C)C(=O)c2cc3cc(OC)ccc3[nH]2)cc1	-2.2	-0.3	-15.0	0.7	i

entry	NadD inh	CSN deneddyl inh	Scp1 inh	PABP1 MLLE inh	STEP inh
17	-2.5	-2.7	-9.7	-20.9	2.6
18	0.2	-3.4	-20.6	15.4	1.5
19	-2.9	-0.8	-11.4	-11.0	-1.0
20	0.5	0.8	-2.0	-5.1	23.6
21	4.6	3.9	-2.1	-3.6	-0.7
22	3.5	-1.0	4.1	0.0	-0.4
23	0.3	0.1	-9.7	0.0	1.9
24	-0.9	1.5	-8.9	12.9	4.1

# Further structures.
entry	mol	SUMO1-SIM PPI	Tb MetRS inh	DNMT1 block	LMPTP inh	Rpn11 block
25	O=C(CSc1ccc2nnc(-c3ccc(Cl)cc3)n2n1)N1CCCC1	-7.3	-0.4	3.1	-1.9	i
26	Cc1ccccc1S(=O)(=O)NC(=O)C1(C)CCN1C(=O)CCc1ccc(Cl)cc1Cl (stereo not drawn)	4.2	-0.1	0.1	-2.1	i
27	COc1ccc2c(c1)C1NC(=S)NC(C)(O2)C1C(=O)Nc1ccccc1C (stereo not drawn)	-2.9	-0.5	5.5	-1.3	i
28	Cn1sc(NC(=O)c2ccccc2Cl)nc1=O	-1.2	-0.2	3.5	-0.9	i
29	O=C(NC1CCS(=O)(=O)C1)c1cccs1 (stereo not drawn)	4.0	-0.6	-1.2	-0.5	i
30	Cc1ccc(NC(=O)Cn2cnc(C(=O)Nc3ccc(C)c(C)c3)n2)cc1C	-2.5	0.1	51.8*	-0.5	i
31	COc1ccc(CNC(=O)[C@]2(C)CCC[C@@]3(C)C4CC[C@@]5(C)C[C@]4(CCC32)CC5=O)cc1 (stereo partly drawn)	4.7	-0.3	-4.4	-2.9	i
32	C[C@@H]1CN([C@@H](C)CO)C(=O)c2cc(NC(=O)C3CC3)ccc2O[C@H]1CN(C)C	4.0	-0.6	6.9	-0.4	i

entry	NadD inh	CSN deneddyl inh	Scp1 inh	PABP1 MLLE inh	STEP inh
25	-0.4	-0.8	-9.8	5.1	-2.2
26	-6.9	-0.8	/	3.5	1.9
27	7.7	2.4	2.8	-106.2	-0.9
28	9.8	0.5	4.9	34.9	1.0
29	3.4	2.7	-9.6	-1.6	-0.7
30	3.4	3.1	4.1	-12.7	1.1
31	-7.3	-1.8	-7.7	1.1	2.9
32	3.9	0.5	-8.2	1.6	0.1

# The list goes on; it opens with the 3 that closed the last part.
entry	mol	SUMO1-SIM PPI	Tb MetRS inh	DNMT1 block	LMPTP inh	Rpn11 block
30	Cc1ccc(NC(=O)Cn2cnc(C(=O)Nc3ccc(C)c(C)c3)n2)cc1C	-2.5	0.1	51.8*	-0.5	i
31	COc1ccc(CNC(=O)[C@]2(C)CCC[C@@]3(C)C4CC[C@@]5(C)C[C@]4(CCC32)CC5=O)cc1 (stereo partly drawn)	4.7	-0.3	-4.4	-2.9	i
32	C[C@@H]1CN([C@@H](C)CO)C(=O)c2cc(NC(=O)C3CC3)ccc2O[C@H]1CN(C)C	4.0	-0.6	6.9	-0.4	i
33	COc1ccc2[nH]c(=O)c(CN(Cc3cccs3)S(=O)(=O)c3cccc4nsnc34)cc2c1	-12.1	0.5	-5.6	0.9	i
34	Cc1ccc(C)c2[nH]c(=O)c(CCNC(=O)C(C)(C)C)cc12	10.1	0.5	2.5	-0.8	i
35	COc1ccc(NC(=S)Nc2cccc(C)n2)cc1	4.4	0.1	-0.9	-0.9	i
36	CC(C)Cn1c(-c2ccccc2)nc2ccccc2c1=O	-0.2	-0.1	2.4	-0.4	i
37	CCn1c(SCC(=O)NCc2cccs2)nnc1-c1ccncc1	-4.1	-0.6	1.6	-1.1	i
38	Cc1ccc2c(c1)cc1c(=O)n(CC(=O)NCc3ccccn3)nc(C)n12	-10.1	-0.5	2.0	0.0	i
39	CCN1CCN(C(=O)c2cc3ccc(OC)cc3[nH]2)CC1	1.6	-0.4	-0.1	-2.0	i

entry	NadD inh	CSN deneddyl inh	Scp1 inh	PABP1 MLLE inh	STEP inh
30	3.4	3.1	4.1	-12.7	1.1
31	-7.3	-1.8	-7.7	1.1	2.9
32	3.9	0.5	-8.2	1.6	0.1
33	-2.2	4.7	-8.7	4.5	3.2
34	0.2	-3.6	-9.1	-6.6	3.6
35	4.1	2.2	4.5	27.6	0.1
36	-3.1	1.7	-2.6	8.9	-1.8
37	-1.5	-0.1	-4.0	-8.2	-5.4
38	2.1	-3.8	0.3	-3.5	17.1
39	0.3	5.4	-6.5	-0.3	0.7

# Screening data as filed in PubChem BioAssay.
